FBW7 activator = FBW7 E3 ligase activators, primary screen, biochemical, AlphaScreen, human; F-box/WD repeat-containing protein 7 (Homo sapiens), Q969H0; AlphaScreen FBW7–phospho-cyclin E peptide binding, activator screen; normalized activity (activation), % at 26.1 µM; 0.13% of 650,000 active; in the data active = normalized activity above about 1.9%;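 also: purified mutant Fbw7 with reduced substrate affinity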
MITF primary = MITF inhibitors, primary screen, biochemical, AlphaScreen, human; inhibition, % at 2.6 µM; Microphthalmia-associated transcription factor (Homo sapiens), O75030; AID 1259374, 2018; 0.91% of 650,000 active; AlphaScreen MITF homodimerization, bead proximity signal; in the data active = inhibition above about 50%;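 also: 0% = vehicle wells with protein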
Target sequence (O75030 whole entry, looked up): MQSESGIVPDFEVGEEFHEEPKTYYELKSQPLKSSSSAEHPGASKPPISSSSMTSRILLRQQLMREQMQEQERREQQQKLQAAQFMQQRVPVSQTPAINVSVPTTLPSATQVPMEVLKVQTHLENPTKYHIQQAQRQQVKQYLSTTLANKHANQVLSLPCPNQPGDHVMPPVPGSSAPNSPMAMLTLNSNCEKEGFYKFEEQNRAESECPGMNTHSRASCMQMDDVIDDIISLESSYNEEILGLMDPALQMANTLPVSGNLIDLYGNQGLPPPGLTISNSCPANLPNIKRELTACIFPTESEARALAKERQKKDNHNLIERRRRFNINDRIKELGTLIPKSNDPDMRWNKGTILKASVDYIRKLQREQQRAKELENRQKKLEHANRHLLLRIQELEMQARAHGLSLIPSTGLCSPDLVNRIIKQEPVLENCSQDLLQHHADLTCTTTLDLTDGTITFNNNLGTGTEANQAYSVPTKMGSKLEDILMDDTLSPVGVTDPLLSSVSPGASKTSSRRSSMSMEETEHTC
TEAD-YAP block = TEAD-YAP interaction inhibition, primary screen, TEAD-YAP interaction inhibitor project, luminescence, HEK-TIYL cells; TEAD-Gal4/YAP UAS-luciferase luminescence; inhibition, % at 9.12 µM; 1.4% of 640,000 active; in the data active = inhibition above about 32%;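 also: 0% = median of test compound wells and 100% = reference inhibitor wells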
GPR151 activ = activators of human GPR151, primary screen, cell-based, PathHunter beta-arrestin, luminescence | activation, % at 11.2 µM | PathHunter beta-arrestin GPR151 cells | G-protein coupled receptor 151 (Homo sapiens), Q8TDV0 | 1% of 650,000 active; in the data active = activation above about 4.9%;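 also: 0% = median of compound wells and 100% = cells with positive control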
Target sequence (Q8TDV0 whole entry, looked up): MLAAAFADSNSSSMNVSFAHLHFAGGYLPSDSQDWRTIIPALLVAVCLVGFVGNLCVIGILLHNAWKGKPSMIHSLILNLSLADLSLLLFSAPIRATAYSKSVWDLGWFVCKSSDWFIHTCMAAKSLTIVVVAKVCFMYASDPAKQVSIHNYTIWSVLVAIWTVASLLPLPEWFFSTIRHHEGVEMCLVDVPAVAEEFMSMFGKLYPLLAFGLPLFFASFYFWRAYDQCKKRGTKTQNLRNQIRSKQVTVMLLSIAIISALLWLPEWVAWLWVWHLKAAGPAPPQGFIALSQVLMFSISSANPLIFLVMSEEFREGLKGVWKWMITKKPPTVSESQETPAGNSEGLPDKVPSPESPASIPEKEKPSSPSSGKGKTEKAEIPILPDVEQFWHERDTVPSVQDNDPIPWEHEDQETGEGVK
* marks the source's active call; other numbers are inactive results; x = not tested or not shown.

Start of the listing, in advance, four compounds:
SMILES	FBW7 activator	MITF primary	TEAD-YAP block	GPR151 activ
CC(C)(C)NS(=O)(=O)c1ccc(NC(=O)CSc2nc3ccccc3s2)cc1	0.0	14	0	-0.1
COc1ccc(Br)c(C(=O)Nn2c(C3CCCCC3)nc3ccccc3c2=O)c1	1.3	24	-1	-1.0
O=C(CSc1ccc(F)cc1)N1CCC(COCc2ccccc2)CC1	0.0	3	3	0.3
CCN(CC)c1nc(Nc2ccccc2)nc(N2CCN(c3ccccn3)CC2)n1	0.3	-21	7	1.1

Main list, repeating the preview:
SMILES	FBW7 activator	MITF primary	TEAD-YAP block	GPR151 activ
CC(C)(C)NS(=O)(=O)c1ccc(NC(=O)CSc2nc3ccccc3s2)cc1	0.0	14	0	-0.1
COc1ccc(Br)c(C(=O)Nn2c(C3CCCCC3)nc3ccccc3c2=O)c1	1.3	24	-1	-1.0
O=C(CSc1ccc(F)cc1)N1CCC(COCc2ccccc2)CC1	0.0	3	3	0.3
CCN(CC)c1nc(Nc2ccccc2)nc(N2CCN(c3ccccn3)CC2)n1	0.3	-21	7	1.1
COC(=O)c1ccccc1NC(=O)Cc1cccs1	0.6	17	1	-1.2
O=C(CSc1nc2c(sc3ncccc32)c(=O)n1Cc1ccccc1)NC1CCCCC1	-0.1	8	0	2.5
CCn1nnc(NC(=O)c2c(OC)cccc2OC)n1	0.3	0	2	-0.2
Cc1nc(-c2cccs2)sc1C(=O)N1CCN(c2cc(-c3ccccc3)ncn2)CC1	0.1	14	1	1.8
CC(=O)Nc1ccc(S(=O)(=O)Nc2ccc(S(=O)(=O)Nc3nccs3)cc2)cc1	-0.1	14	-2	-0.1
CCCCN1C(=O)C(O)=C(C(C)=O)C1c1ccc(OC)cc1OC (stereo not drawn)	0.0	10	-1	5.2*
O=C(Cn1nnc2ccccc21)N/N=C\C=C\c1ccccc1	0.1	3	-5	1.8
COc1ccc(Cc2nnc(N/N=C/c3c(CO)cnc(C)c3O)[nH]c2=O)cc1OC	-0.7	111*	4	-0.2
CSc1nnc(CNC(=O)c2c(F)cccc2F)o1	-0.1	1	1	-1.6
O=[N+]([O-])c1cccc(-c2nc(-c3ccc(Br)cc3)c(-c3ccc(Br)cc3)[nH]2)c1	0.6	8	8	-1.4
O=C(COC(=O)c1ccc(F)c(S(=O)(=O)N2CCOCC2)c1)c1ccc(Cl)cc1	0.8	-3	1	1.9
Cc1ccsc1CN1CC(=O)N(c2ccccc2F)C1=S	0.0	7	6	0.3
COc1cccc(OC)c1C(=O)Nc1nnc(CC(C)C)s1	-0.2	-5	3	0.3
CCOC(=O)c1cnc2c(C)cccc2c1NCc1ccco1	0.0	3	-5	-0.5
COc1ccccc1N1CCN(C[C@@H](C(=O)NC(C)(C)C)c2ccccc2)CC1	0.0	9	x	1.3
COc1ccc2c(=O)c3c(oc2c1)C(=O)N(CCCN1CCOCC1)C3c1cccnc1 (stereo not drawn)	-0.1	-1	4	-0.1
CC(=O)c1ccc(N2CCCC2=O)cc1	-0.1	8	1	4.6
CCc1sc(C(=O)NCCc2ccc(S(N)(=O)=O)cc2)cc1Br	-0.1	13	8	-1.1
O=c1[nH]c2nc(-c3ccc(N4CCNCC4)cc3)cnc2n1CC1CC1	0.5	-3	-41	0.5
O=C(CSc1nnc(NC(=O)C23CC4CC(CC(C4)C2)C3)s1)NC1CC1	0.0	9	-12	-1.1
Cc1cc(C)c2nc3c(c(N)c2c1)C(=O)CC(C)(C)C3	0.0	11	-4	-0.8

Following part:
SMILES	FBW7 activator	MITF primary	TEAD-YAP block	GPR151 activ
CCCCCCCCCCCCCCC(C(=O)O)C(O)(CC(=O)OC)C(=O)O (stereo not drawn)	0.1	7	2	-0.7
COc1ccc(OC)c(-n2cnc3cc(C(=O)NC4CCCCCC4)ccc32)c1	0.2	14	-5	-0.6
O=C(CSc1nnnn1-c1ccccc1)N/N=C/c1c(O)ccc2ccccc12	0.0	-8	-5	-0.5
CCC(C)C(=O)Nc1nnc(C(F)(F)F)s1 (stereo not drawn)	1.0	3	7	2.2
COc1ccc(S(=O)(=O)CCC(=O)Nc2cccnc2)cc1	0.1	16	8	-0.2
OC1CCCN(Cc2ccc(Br)cc2)C1 (stereo not drawn)	0.1	7	-10	1.2
Cc1c(Cl)ccc(S(N)(=O)=O)c1Cl	0.0	-2	-9	1.1
O=C(CNC(=O)c1ccccc1Br)N/N=C/c1ccccc1[N+](=O)[O-]	-0.1	9	6	-0.7
CCOc1ccc(-c2cc(C(=O)NCCCN3CCOCC3)c3ccccc3n2)cc1	-0.1	-2	-7	0.4
CCC(CC)=NNc1ccc(S(N)(=O)=O)cc1[N+](=O)[O-]	-0.2	-5	-2	-0.4
COc1ccc(CC(=O)Nc2ccccc2OC)cc1	-0.1	9	-7	0.1
CSCCOC(=O)C1=C(C)NC(=O)NC1c1cccc(Oc2ccccc2)c1 (stereo not drawn)	-0.2	-6	-15	0.7
CCOc1cc(C(=O)NCc2ccncc2)cc(Br)c1OC	0.2	7	-1	-1.7
Cc1ccc(-c2nc(Cn3ccn4nc(-c5ccc(C)c(C)c5)cc4c3=O)c(C)o2)cc1	0.2	16	-5	0.6
COc1ccc(C(=O)Nc2ccc(S(=O)(=O)Nc3cc(OC)nc(OC)n3)cc2)cc1	0.2	21	-8	2.1
O=C(Cc1ccccc1Cl)N1CCN(c2ccccn2)CC1	0.1	8	6	0.9
COc1ccc(-c2cccc(C(=O)NCc3ccccc3)c2)cn1	0.4	-11	-1	-0.9
COC(=O)c1ccc(C2c3c(oc4cc(C)c(C)cc4c3=O)C(=O)N2CCN(C)C)cc1 (stereo not drawn)	0.7	19	5	-0.8
CNc1c2ccccc2nc2ccccc12	0.1	-14	71*	-0.4
Cc1cccc(C(=O)Nc2ccc(S(=O)(=O)N3CCCCC3)cc2)c1	0.3	12	4	0.1
Cc1ccc(C(C(=O)NC2CCCC2)N(Cc2ccc(F)cc2)C(=O)c2csnn2)o1 (stereo not drawn)	0.2	37	3	0.6
COc1cc(/C=N\NC(=O)c2cc(C)oc2C)cc(OC)c1OC	0.1	4	-31	0.0
CC(=O)c1cn(CC(N)=O)c2ccccc12	0.5	20	7	2.1
COc1ccc(S(=O)(=O)n2nc(-c3ccccc3OC)cc2N)cc1	0.0	4	6	-1.9
Cc1cccc(NC(=O)C2CCN(S(=O)(=O)c3ccc4[nH]c(=O)ccc4c3)CC2)c1C	-0.2	3	-3	-0.1

Carrying on.
SMILES	FBW7 activator	MITF primary	TEAD-YAP block	GPR151 activ
O=C(CCNC(=O)Cn1cnc2ccccc2c1=O)NCCN1CCCC1	0.0	3	-1	3.2
COc1ccc(N(Cc2cc3cc(C)ccc3[nH]c2=O)C(C)=O)cc1	0.0	2	-1	0.0
CCCCOc1ccc(-c2csc(NC(C)=O)n2)cc1	0.1	0	-19	2.6
CSCCC(C(=O)N1CCCc2ccccc21)N1C(=O)c2ccccc2C1=O (stereo not drawn)	0.0	-6	-1	0.4
Cc1ccc(S(=O)(=O)Nc2cccc(F)c2)cc1C(=O)O	0.0	6	7	-0.6
CC(C)(C)c1ccc(C(=O)COC(=O)c2cc[n+]([O-])cc2)cc1	0.1	1	0	-0.4
O=C(c1cc2c(=O)oc3ccccc3c2s1)N1CCCCCC1	0.0	-9	-1	-1.5
CN1C(=O)c2cccc(N3CCN(C(=O)Cc4ccsc4)CC3)c2C1=O	-0.1	-2	-20	-1.3
Cc1cc(N2C(=O)CSC2c2ccc(Cl)cc2)ccc1Br (stereo not drawn)	-0.2	-5	-10	0.6
CCN(CC)Cc1c(C)[nH]c2c(C)c(C)ccc2c1=O	0.1	3	-2	0.3
COC(=O)C1=C(C)N(Cc2ccco2)C(=O)C1	-0.1	-4	11	0.2
COc1ccccc1/C=C/C=C1\N=C(c2ccc(C(C)(C)C)cc2)OC1=O	-0.1	-1	3	0.0
CC(C)c1ccc(-c2c(C#N)c(N)nc3sc(C(=O)Nc4nccs4)c(N)c23)cc1	0.2	5	2	0.4
COc1cccc(-c2noc(-c3ccc4c(c3)OCO4)n2)c1	0.2	9	15	-2.7
CSc1ccccc1NC(=O)CSc1nnc(N)s1	0.0	5	-1	0.2
O=C1OC(c2ccc(Cl)c(Cl)c2)=N/C1=C\c1ccccc1	0.0	-4	5	0.9
COc1cccc(C(NC(=O)c2ccco2)c2nccn2C)c1OC (stereo not drawn)	0.0	4	0	-1.1
CCc1ccc(-n2c(C)cc(/C=N/NC(=O)OC)c2C)cc1	-0.2	14	-10	-0.6
O=C(O)c1ccc(N=NSCCO)cc1	-0.2	-5	-7	0.2
CCCCCCCCCCCCCCCC(=O)OC[C@H](COP(=O)(O)OC1[C@@H](O)[C@H](OP(=O)(O)O)C(OP(=O)(O)O)[C@H](OP(=O)(O)O)[C@@H]1O)OC(=O)CCCCCCCCCCCCCCC (stereo partly drawn)	x	-1	x	0.8
CC1CCN(CC(=O)Nc2ccccc2)CC1	0.1	7	11	-0.8
Clc1ccccc1CNc1ncnc2nc[nH]c12	0.1	7	4	0.2
COc1ccc(C2CC(=O)C3=C(C2)Nc2ccccc2NC3c2cc(Br)c(O)c(OC)c2)cc1 (stereo not drawn)	0.1	11	-4	0.4
O=C(Nc1c2c(nn1-c1ccc(Cl)cc1)CS(=O)(=O)C2)c1ccc(C(=O)c2ccccc2)cc1	0.0	-6	1	0.3
O=C(Nc1ccc(Cc2ccncc2)cc1)c1ccc(Br)cc1	0.2	6	39*	2.6

(continued)
SMILES	FBW7 activator	MITF primary	TEAD-YAP block	GPR151 activ
Cn1c(C(=O)N2CCC(C(=O)NCCc3c[nH]c4ccccc34)CC2)cc2sccc21	0.0	14	1	-0.2
CC[C@@H](Cn1nnc2ccccc2c1=O)NC(=O)c1ccco1	-0.1	-14	0	-1.0
CCOc1cc(C2C3=C(CC(c4ccccc4)CC3=O)Nc3ccccc3N2C(=O)c2cccs2)ccc1OCc1ccc(Cl)cc1 (stereo not drawn)	0.0	-4	4	-2.1
Cc1cc(S(=O)(=O)n2[nH]c(=O)c(CCO)c2C)c(Cl)cc1Cl	0.1	-2	-2	4.7
O=C(NCc1ccc(Cl)c(Cl)c1)c1cc(S(=O)(=O)N2CCc3ccccc32)ccc1Sc1ccc(F)cc1	0.0	-1	-7	-0.3
O=C(c1cccs1)n1cc(C(F)(F)F)ccc1=O	0.0	-1	-4	1.0
Cc1cc(NS(=O)(=O)c2cn(C)cn2)ccc1Br	-0.2	-2	-3	0.3
CCOC(=O)C1=C(C)N(c2ccc(C)c(C)c2)C(=O)/C1=C\c1ccc(OCC)cc1	-0.1	8	2	-0.5
CCOC(=O)c1cc(NC(=O)c2c(C)noc2C)cc(C(=O)OCC)c1	0.0	32	14	0.3
O=C(c1cc([N+](=O)[O-])ccc1Cl)N1CCN(c2cccc(Cl)c2)CC1	0.0	-12	32*	-0.8
CCN(CC)S(=O)(=O)c1cccc(-c2n[nH]c(=S)n2-c2ccc([N+](=O)[O-])cc2)c1	-0.2	1	-14	0.9
CCOCCc1nnc(NC(=O)c2ccc(SC)cc2OC)s1	-0.2	7	-61	-1.6
CCCC1(CCC)NC(=O)N(CC(=O)Nc2cccc(OC)c2)C1=O	-0.1	1	6	2.5
O=C(Cn1nnc(-c2ccccc2F)n1)Nc1cccc(F)c1	-0.3	-5	-6	-0.1
CC(C)Cc1c(O)nc(SCC(=O)NC(C)(C)C)[nH]c1=O	-0.2	1	1	0.3
CCOC(=O)c1c(CSc2nc(C)ccc2C#N)n(C)c2cc(Br)c(OC(C)=O)cc12	0.7	7	-1	-0.1
CC(C)(C)C(=O)CSc1nc2cc(C(=O)N3CCN(c4ccccc4)CC3)ccc2c(=O)n1-c1ccccc1	0.0	-1	-2	0.0
Cc1cc(=O)n2nc(N3CCC(C(=O)NCCCN4CCCCCC4)CC3)sc2n1	-0.1	4	1	-0.4
CCOc1ccc(-n2c(SCC(=O)Nc3ccccc3C(F)(F)F)nc3c(c2=O)SCC3)cc1	0.4	11	6	-1.6
COc1ccc(-c2nsc(SCC(=O)N3CCCCC3)n2)cc1	0.3	2	-26	-1.2
CC12CN3CC(C)(CN(C1)S3=O)C2=O (stereo not drawn)	0.1	-10	-2	-0.4
CC1CCN(CCCNC(=O)CCn2nc(-c3ccc(Cl)cc3)ccc2=O)CC1	0.3	5	7	-0.7
COCCNC(=O)C(=O)NCC1OCCN1S(=O)(=O)c1ccc(C)cc1 (stereo not drawn)	1.0	7	4	-1.9
Cn1c(NC(=O)CC(C)(C)C)cc(=O)n(C)c1=O	-0.1	-1	6	0.3
O=C(Cc1nc2ccccc2[nH]1)N1CCOCC1	0.0	5	-4	0.2
N#C/C(=C\c1cccc([N+](=O)[O-])c1)c1nn(-c2ccccc2)c(N)c1C#N	0.0	2	-7	-0.9

Full records, quoted from the list.
`CC[C@@H](Cn1nnc2ccccc2c1=O)NC(=O)c1ccco1` as listed: FBW7 activator = -0.1; MITF primary = -14; TEAD-YAP block = 0; GPR151 activ = -1.0
`COCCNC(=O)C(=O)NCC1OCCN1S(=O)(=O)c1ccc(C)cc1` (stereo not drawn) as listed: FBW7 activator = 1.0; MITF primary = 7; TEAD-YAP block = 4; GPR151 activ = -1.9
`Cc1cc(S(=O)(=O)n2[nH]c(=O)c(CCO)c2C)c(Cl)cc1Cl` as listed: FBW7 activator = 0.1; MITF primary = -2; TEAD-YAP block = -2; GPR151 activ = 4.7

Random draw from the library. About 3.5% of those tested had a hit in this group.
